GLP1R ag: qHTS of GLP-1 Receptor Agonists; Glucagon-like peptide 1 receptor (Homo sapiens), P43220; HEK293 GLP-1R CRE-luciferase, luminescence, 4-6 h; cells express a hypersensitive GLP-1R form; Potency, µM (series often up to 45.6 µM), without a hit: at the top dose activation, usual class: activators; 380,000 tested, 0.007% active; AID 624172, 2012; note: potency is the fitted concentration of half-maximal effect; % of control where 0% means no effect
pAkt inh: HTS Assay for Inhibitors of Akt Phophorylation: Primary Screen | Neuro2A IGF-stimulated pAkt S473 HTRF, 20 min; active compounds read low | activity change, % for hits at 50 µM | 360,000 tested, 0.32% active | AID 651550, 2012; in the data active = activity change below about -80%; inconclusive = mostly about -51% to -80%; note: % is set by controls: 0 for no effect and ±100 for the full control effect
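Single-point screen (50 µM final compound) in Neuro2A cells stimulated 20 min with 6 nM IGF at 37 deg C. After lysis, Ser473-phosphorylated Akt read by HTRF (ex 330 nm, em 615/665 nm) as the 665/615 ratio.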
FUS yeast rescue: qHTS for Suppressors of FUS Proteinopathy: Primary screen using FUS-linked yeast assay. S. cerevisiae FUS-expressing, growth rescue, OD600, 24 h. Potency, µM (highest dose often 76.6 µM), inactives show top-dose growth rescue (activation), actives largely listed as activators. 390,000 tested, 0.24% active;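 note: potency is the fitted concentration of half-maximal effect; plate controls were DMSO vehicle for no effect and reference control for full effect; nearly all actives have a fitted effect of over 55% in size; some results filed as inactive show a strong effect at the top dose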
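Yeast FUS proteinopathy model; galactose-induced FUS (2%), starting OD 0.005. Cpds in dilution series, 24hr, 30C, 99% humidity. Abs 600 nm growth. Pos ctrl CP55940 (top 92uM final); neg ctrl DMSO.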
PTHR1 ag: qHTS for PTHR1 Agonists: Primary Screen | AID 743266, 2014 | Parathyroid hormone/parathyroid hormone-related peptide receptor (Homo sapiens), Q03431 | HEK293 GP2 PTHR1 cells, GloSensor cAMP luminescence, 1 h | Potency, µM (doses to about 115 µM), inactives show at the highest dose activation, actives largely listed as activators | 410,000 tested, 0.075% active; note: potency is the fitted concentration of half-maximal effect; nearly all actives have a fitted effect of over 55% in size; some results filed as inactive show a strong effect at the top dose; inactives centre near -15; many of its hits are not listed in these tables
Target sequence (Q03431 whole entry, looked up): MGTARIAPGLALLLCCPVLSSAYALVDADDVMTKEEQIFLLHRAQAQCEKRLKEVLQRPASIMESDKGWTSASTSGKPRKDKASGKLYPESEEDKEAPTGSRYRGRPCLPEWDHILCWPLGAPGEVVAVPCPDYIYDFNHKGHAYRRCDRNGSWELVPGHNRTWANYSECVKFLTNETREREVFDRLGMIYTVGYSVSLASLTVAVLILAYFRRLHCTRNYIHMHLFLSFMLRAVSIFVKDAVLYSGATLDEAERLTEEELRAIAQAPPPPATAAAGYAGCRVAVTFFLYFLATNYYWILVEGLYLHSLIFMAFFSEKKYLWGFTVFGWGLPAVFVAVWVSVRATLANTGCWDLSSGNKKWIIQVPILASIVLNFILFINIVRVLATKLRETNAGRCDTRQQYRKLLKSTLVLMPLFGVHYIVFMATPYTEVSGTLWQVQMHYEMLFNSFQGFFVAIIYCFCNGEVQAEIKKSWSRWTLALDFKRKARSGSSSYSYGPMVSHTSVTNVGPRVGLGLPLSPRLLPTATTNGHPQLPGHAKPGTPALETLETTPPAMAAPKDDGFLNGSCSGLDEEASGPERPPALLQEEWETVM
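HEK-293-derived GP2 cells expressing PTHR1 and a GloSensor cAMP reporter, 3,000/well, plated overnight, given luciferin plus IBMX (each 0.5 mM as added) for 1 h at 37 °C, then compound for 1 h at 37 °C. Luminescence was read after 15 min at room temperature.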
TDP43 rescue: qHTS of TDP-43 Inhibitors | Potency, µM (titrated, usually from 46.1 µM), for the others: top-dose growth rescue (activation), hits mostly activators | TDP-43 expressing yeast growth rescue, BacTiter-Glo, 24 h | 410,000 tested, 1.8% active; note: potency is the fitted concentration of half-maximal effect; % of control where 0% means no effect; nearly all actives have a fitted effect of over 50% in size
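Growth rescue of TDP-43-toxic yeast measured as ATP luminescence (BacTiter-Glo). Cells grown to mid-log in raffinose, induced in galactose at OD600=0.02, exposed to compound 24 hr at 30 deg C.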
aSyn rescue: qHTS of alpha-syn Inhibitors; Potency, µM (top dose mostly 46.1 µM), for inactives: at the top dose growth rescue (activation), actives largely listed as activators; Yeast expressing alpha-synuclein, growth rescue, BacTiter-Glo, 24 h; 370,000 tested, 0.14% active; note: potency is the fitted concentration of half-maximal effect; % of control where 0% means no effect; nearly all actives have a fitted effect of over 65% in size
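Readout is rescue of growth in alpha-synuclein-expressing yeast, so inhibitors of toxicity appear as activators. Growth after 24 hr at 30 deg C in galactose medium is quantified by luminescence.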
Abeta rescue: qHTS for compounds that reverse cellular toxicity of Amyloid beta (A-beta) peptide in yeast: Primary Screen | yeast expressing A-beta42, growth rescue, OD600, 48 h; response scale: 0% DMSO, 100% iron-clioquinol control | Potency, µM (top dose mostly 46.1 µM), for inactives: at the highest dose growth rescue, most hits filed as activators | 410,000 tested, 0.063% active; note: potency is the fitted concentration of half-maximal effect; nearly all actives have a fitted effect of over 55% in size
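Yeast A-beta toxicity model in growth medium with pinned compounds, 48 h at 30 C; growth read as absorbance at 600 nm. Normalized to FeCl3/clioquinol equimolar mix (positive) and DMSO (negative).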
GLP-1R inv ag: qHTS of GLP-1 Receptor Inverse Agonists (Inhibition Mode); HEK293 GLP-1R CRE-luciferase, luminescence, 24 h; GLP-1R form is constitutively active; Potency, µM (top dose mostly 38.3 µM), inactives show top-dose activity change, negative = inhibition, usual class: inhibitors; 410,000 tested, 1.6% active; AID 624417, 2012; note: potency is the fitted concentration of half-maximal effect; % is set by controls: 0 for no effect and ±100 for the full control effect; nearly all actives have a fitted effect of over 55% in size
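HEK293 cells stably co-expressing a cAMP-responsive luciferase reporter and constitutively active GLP-1R were seeded, incubated 12 h, then exposed to compounds for 24 h at 37 C. Luminescence was read 12 min after detection reagent; inverse agonists lower signal.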
DRD3 antagonist: qHTS of D3 Dopamine Receptor Antagonist: qHTS. D(3) dopamine receptor (Homo sapiens), P35462. D3R cells, DiscoveRx beta-arrestin luminescence, antagonist mode; active compounds read low. max response, negative = inhibition, %. 360,000 tested, 2.5% active; in the data active = max response below about -50%; inconclusive = no clear call, values can overlap the other calls; note: % is set by controls: 0 for no effect and ±100 for the full control effect; mostly tested at two doses, the higher about 12 µM
Target sequence (P35462 whole entry, looked up): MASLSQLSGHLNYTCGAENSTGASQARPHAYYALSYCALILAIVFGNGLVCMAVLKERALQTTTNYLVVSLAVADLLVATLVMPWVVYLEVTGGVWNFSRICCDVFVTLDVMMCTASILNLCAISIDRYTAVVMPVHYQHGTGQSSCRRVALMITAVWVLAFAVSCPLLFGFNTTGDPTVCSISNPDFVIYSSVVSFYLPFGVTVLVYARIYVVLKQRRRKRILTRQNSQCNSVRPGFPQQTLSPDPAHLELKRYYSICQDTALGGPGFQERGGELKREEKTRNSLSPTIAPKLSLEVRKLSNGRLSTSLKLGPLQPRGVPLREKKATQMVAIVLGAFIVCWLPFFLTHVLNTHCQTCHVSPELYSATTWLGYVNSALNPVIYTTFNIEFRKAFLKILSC
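Cells expressing the human receptor were seeded at 1500 cells/well, incubated overnight at 37 degrees C in 5% CO2, then exposed to library compounds with dopamine controls for 90 minutes at 37 degrees C before luminescent detection.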
An asterisk follows results filed as active; i = inactive; ? = inconclusive; nt = no result given; [ ] = dose if it differs, or a comment. Unless noted, calls come from the whole dose curve; as a rule, active = well fitted curve in the direction sought with a large enough effect; inconclusive = small, poorly fitted or top-dose-only effect, or another doubt; inactive = no such curve, though single readings can be large; an effect the other way counts as inactive or inconclusive. The list is partial. The share of hits here may be higher or lower than overall.

Preview (three entries):
Fields – GLP1R ag	pAkt inh	FUS yeast rescue	PTHR1 ag	TDP43 rescue	aSyn rescue	Abeta rescue	GLP-1R inv ag	DRD3 antagonist
CCOC(=O)CC1COc2ccccc2N1C(=O)c1cccc([N+](=O)[O-])c1 (stereo unspecified)
 : 17%	i	7%	-15%	5%	14%	4%	-30%	-14
O=C(Nc1ccc2c(c1)OCO2)[C@@H]1CCCN1S(=O)(=O)c1cccc2cccnc12
 : 15%	i	0%	-18%	22%	2%	3%	23%	?
CN(C)CCCN1CC(=O)N2[C@@H](Cc3c([nH]c4ccccc34)C2(C)C)C1=O
 : -4%	i	-15%	i	4%	-5%	2%	-17%	-2

Results, from the start:
Fields – GLP1R ag	pAkt inh	FUS yeast rescue	PTHR1 ag	TDP43 rescue	aSyn rescue	Abeta rescue	GLP-1R inv ag	DRD3 antagonist
CCOC(=O)CC1COc2ccccc2N1C(=O)c1cccc([N+](=O)[O-])c1 (stereo unspecified)
 : 17%	i	7%	-15%	5%	14%	4%	-30%	-14
O=C(Nc1ccc2c(c1)OCO2)[C@@H]1CCCN1S(=O)(=O)c1cccc2cccnc12
 : 15%	i	0%	-18%	22%	2%	3%	23%	?
CN(C)CCCN1CC(=O)N2[C@@H](Cc3c([nH]c4ccccc34)C2(C)C)C1=O
 : -4%	i	-15%	i	4%	-5%	2%	-17%	-2
Cc1ccccc1-n1ncc2c1CC(C)(C)CC2NC(=O)CCC(F)(F)F (stereo unspecified)
 : -2%	i	28%	-14%	3%	0%	-2%	-32%	-18
CN(C(=O)c1ccc2c(c1)N(Cc1cccc(Cl)c1)C(=O)c1ccccc1S2(=O)=O)C1CCCCC1
 : nt	nt	38%	-7%	-6%	nt	2%	?	nt
O=C(Nc1cc(-c2ccccc2)[nH]n1)c1ccc(Cl)cc1
 : -8%	i	23%	-94%[inhibitor]	21%	2%	15%	-21%	-28
COc1ccccc1C(=O)Nc1ccc(C(=O)OCc2cc(=O)n3c4c(sc3n2)CCCC4)cc1
 : nt	nt	-2%	i	13%	nt	-13%	15%	nt
CCOC(=O)c1nn(-c2ccc(Cl)cc2C)ccc1=O
 : -4%	i	-24%	-23%	13%	-7%	15%	20%	2
O=C(CCn1cnc2onc(-c3ccc(F)cc3)c2c1=O)N1CCN(c2cccc(Cl)c2)CC1
 : nt	nt	41%	i	26%	nt	3%	?	nt
O=C(COc1ccccc1Cl)Nc1ccc(NC(=O)c2ccco2)cc1
 : 23%	i	5%	i	-4%	0%	-3%	-12%	7
O=C(COc1ccc2ccccc2c1)NNC(=O)c1cnccn1
 : 21%	i	2%	i	-2%	-3%	9%	14%	-11
COc1ccc(C(=O)NC(=S)Nc2cccc3ncccc23)cc1[N+](=O)[O-]
 : -3%	i	-2%	i	8%	3%	-5%	75%[activator]	-15
COc1ccc(-n2cc(-c3ccccc3)[n+]3c2CCCCC3)cc1
 : 8%	i	-4%	-18%	-17%	-7%	2%	?	10
Cc1nc(SCC(=O)NCC2CCCO2)c2oc3ccccc3c2n1 (stereo unspecified)
 : 8%	i	-10%	i	2%	22%	-19%	51%[activator]	-16
COc1ccccc1NC(=O)CNC(=O)c1ccc(F)cc1
 : 18%	i	-11%	i	16%	7%	17%	6%	-18
O=C(O)CSc1ccc(NC(=O)Nc2ccccc2F)cc1
 : -1%	i	-23%	-17%	-23%	-19%	-23%	-2%	-2
O=C(CCC1CCN(Cc2ccc(C#CCCO)cc2)CC1)NC1CC1
 : 5%	i	-14%	i	11%	-6%	2%	2%	4
O=C(CN1CCOCC1)Nc1nc2ccc(Br)cc2s1
 : -6%	nt	1%	i	13%	nt	16%	5%	2
Cc1ccc(NC(=S)NCc2ccccn2)cc1
 : -15%	i	26%	16µM*	12%	1%	5%	?	?
Cn1cnnc1SCC(=O)Nc1ccc2nc(SCc3ccccc3F)sc2c1
 : 0%	i	23%	-33%[inhibitor]	-6%	1%	-9%	0%	16
COc1ccc(N/N=C(\C#N)C(=O)NCCc2ccc(OC)c(OC)c2)cc1
 : 1%	i	7%	-15%	9%	1%	23%	-8%	1
Fc1ccc(-c2ccc(CNCc3ccccn3)o2)cc1Cl
 : 11%	i	5%	-12%	-18%[1.82 µM]	3%	8%	-18%	-19
OC(c1ccc(F)c(F)c1)c1nc(-c2cc(F)cc(F)c2)cs1 (stereo unspecified)
 : 26%	i	9%	i	-23%	?	11%	?	5
Cc1ccc(S(=O)(=O)NCCC(=O)NCc2ccco2)cc1
 : -1%	i	nt	i	18%	-2%	10%	19%	11
Cc1ccn(S(=O)(=O)c2ccc(C(C)(C)C)cc2)n1
 : -3%	i	7%	-15%[57.5 µM]	-9%	0%	-7%	-1%	0
COc1cccc(C(=O)Nc2ccc3c(c2)OCO3)c1OC
 : 10%	i	-7%	-11%	-4%	-7%	-9%	5%	-2
Cc1cccc(N(CC(=O)NCc2ccc(F)cc2)C(=O)c2ccco2)c1
 : 5%	i	-17%	i	-3%	1%	-5%	-8%	-8
CN(Cc1ccccc1)C(=O)C1CCN(Cc2ccc(F)cc2)CC1
 : 8%	i	-18%	-16%	4%	0%	16%	-2%	?
COc1ccc(N=Nc2ccc(CO)cc2)cc1
 : -1%	i	26%	-51%[inhibitor]	23%	-6%	-8%	-22%	-25
COC(=O)c1cc(NC(=O)c2ccc(OC)cc2)c(=O)oc1C
 : 1%	i	-12%	-5%	-3%	3%	-16%	40%	3
CN(C)CCCNc1nc(-c2ccc(Cl)cc2)nc2ccccc12
 : -4%	i	-18%	-18%	2%	1%	-3%	?	-12
CCCCc1nc(NCCO)c(C#N)c2c1CCCC2
 : 1%	i	17%	-28%	20%	2%	-10%	?	2
CCOC(=O)c1c(C)oc2c1cc(O)c1ccccc12
 : -7%	i	26%	-6%[57.5 µM]	-3%	0%	-8%	-9%	27
O=C(NCc1ccc2c(c1)OCO2)c1cc2ccccc2o1
 : 20%	i	11%	0%	?	13%	7%	0%	-18
CCn1cc(S(=O)(=O)c2ccc(OC)cc2)c(=O)c2cc(OC)ccc21
 : 11%	i	-1%	-1%	8%	0%	0%	42%[activator]	-1
NC(=O)c1c(NC(=O)CN2CCCC2)sc2c1CCCC2
 : -3%	i	-4%	i	20%	-13%	-14%	?	-13
Cc1ccc(S(=O)(=O)N2CCN(C(=O)CCOc3ccccc3C)CC2)cc1C
 : 1%	i	40%	-18%	?	4%	11%	-29%	1
Cc1ccc(S(=O)(=O)/N=C(\Nc2cc(C)on2)c2ccc(Cl)cc2)cc1
 : 5%	i	-10%	-8%	11%	3%	8%	17%	4
COc1ccc2c(C)c(CC(=O)N3CCN(C(=O)C4COc5ccccc5O4)CC3)c(=O)oc2c1C (stereo unspecified)
 : -4%	i	12%	-6%	19%	10%	19%	?	26
CC(CC(=O)O)CC1=NS(=O)(=O)c2ccccc2N1 (stereo unspecified)
 : -6%	i	23%	-10%	5%	-8%	0%	-11%	-7

One compound at a time, as listed above. Screens in order: GLP1R ag	pAkt inh	FUS yeast rescue	PTHR1 ag	TDP43 rescue	aSyn rescue	Abeta rescue	GLP-1R inv ag	DRD3 antagonist
Record of `Cc1ccc(S(=O)(=O)N2CCN(C(=O)CCOc3ccccc3C)CC2)cc1C` = 1%	i	40%	-18%	?	4%	11%	-29%	1
Record of `CN(C)CCCNc1nc(-c2ccc(Cl)cc2)nc2ccccc12` = -4%	i	-18%	-18%	2%	1%	-3%	?	-12

Further entries follow.
SMILES	GLP1R ag	pAkt inh	FUS yeast rescue	PTHR1 ag	TDP43 rescue	aSyn rescue	Abeta rescue	GLP-1R inv ag	DRD3 antagonist
CCC(C)(C)n1nnnc1C(c1ccccn1)N1CCCCC1 (stereo unspecified)	-7%	i	12%	i	14%	-1%	15%	6%	10
COc1ccc(NC(=O)COC(=O)CNS(=O)(=O)/C=C/c2ccccc2)cc1OC	0%	i	14%	i	10%	-5%	-7%	-12%	0
CCCOCc1ccc(O)c2ncccc12	5%	i	4%	i	?	2%	13%	?	-71*
COc1ccc(CNS(=O)(=O)c2c(C(=O)N3CCCCCC3)c(C)n(C)c2C)cc1	4%	i	-8%	-1%	-20%	?	-24%	-4%	-6
COc1ccc(CNC(=O)CCCn2nc([N+](=O)[O-])cc2C)cc1	-1%	i	-5%	4%	3%	1%	-3%	6%	-20
Cc1ccc2oc(NC(=O)N3CCOCC3)cc(=O)c2c1	?	i	0%	-11%	-4%	-10%	0%	19%	-18
CCN(CC)S(=O)(=O)c1ccc2c(c1)N(CC(=O)Nc1c(C)cc(C)cc1C)C(=O)C1CCCN21 (stereo unspecified)	nt	nt	-3%	i	0%	nt	4%	-2%	nt
Cc1cccc(N(CC(N)=O)C2SC(=O)N(Cc3cccc(C(=O)O)c3)C2=O)c1 (stereo unspecified)	nt	nt	8%	-46%[inhibitor]	40%	nt	2%	-5%	nt

Source: PubChem (National Center for Advancing Translational Sciences (NCATS))
